Hep lipid drop: inhibitors of hepatocyte lipid droplet formation, primary screen, imaging, high-throughput imaging, BODIPY stain | AML12 mouse hepatocytes, oleate lipid droplets | inhibition, % at 6.5 µM | hit rate 0.4% among 240,000 | AID 1656, 2009;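 active means lipid droplet intensity inhibited by at least 50%, with more than 500 cells counted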
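Test system: AML12 hepatocytes (mouse); reagent: oleate loading, 100 µM; dosing: one dose, 6.5 µM compound; incubation: overnight exposure; signal: fluorescence imaging, 20x objective, two fields per well; read-out basis: % inhibition of corrected integrated BODIPY droplet signal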
Autophagy mod: autophagy modulators in MEF cells, primary screen, imaging, high-content, MEF GFP-LC3 | hit rate 0.98% among 190,000 | AID 463193, 2010 | calls only at 10 µM (by protocol) | MEF GFP-LC3 puncta imaging; test concentration mostly 10 µM;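 active means percentage of spot-positive cells more than 3 SD above its plate mean, without a fluorescence outlier flag or 80% toxicity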;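 further: spot-positive cell cutoff set from DMSO-treated cells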
Ins promoter up: insulin promoter activators in MIN6 cells, imaging, high-content screening, mouse beta cells; z-score at 5 µM; AID 1625, 2009; hit rate 0.3% among 190,000; MIN6 insulin promoter-GFP reporter; active compounds read high;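 active means z-score above 3 at 5 µM with at least 500 cells counted in the well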
PhoP inhibition: inhibitors of PhoP regulon expression, primary screen, Salmonella Typhimurium, GFP reporter (AID 1863). S. Typhimurium PhoP-regulated promoter GFP reporter, 4 h; higher % means a stronger effect. inhibition, % at 50 µM, or IC50 in µM where a hit was titrated. hit rate 0.16% among 300,000;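 active means inhibition over 29.93%, a cutoff 3 SD above the screen mean, later confirmed by dose response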;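 further: 0% = low Mg2+ inducing control and 100% = high Mg2+ repressing control; strong numbers were not always called active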
Dynein cargo inh: inhibitors of GR-EGFP nuclear translocation, primary screen, dynein cargo transport inhibitor project, imaging, high-content, 3617.4 mouse cells; hit rate 0.47% among 220,000; AID 1381, 2008; test concentration mostly 20 µM; stimulated with dexamethasone, 1 µM; active compounds read low; z-score, hits read low;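 active means plate z-score of nuclear minus cytoplasmic receptor signal below a set negative limit, without overly bright fluorescence or cell loss, cut at about -3.5 in these data, passing the limit was not always enough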;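 further: z-score of nuclear minus cytoplasmic ring GR-EGFP intensity difference per well; some compounds called inactive have numbers as strong as hits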
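medium = tetracycline-free induction medium containing charcoal-stripped FBS | probe or stimulus = dexamethasone, 1.0 µM final | timing = 48 h induction, then 1 h compound, then 30 min agonist, 37 °C | detection = automated 10x imaging of fixed Hoechst-stained cells | read-out basis = nuclear versus cytoplasmic GR-EGFP signal, averaged per well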
ER stress rescue: rescue of cells from ER stress-induced death, primary screen, 384-well, CSM14.1, thapsigargin, ATP luminescence (AID 1222); cellular ATP content (survival), % at 20 µM; hits with a dose series show EC50 in µM; 190,000 tested, under 10 active; CSM14.1 thapsigargin-induced death rescue, ATP luminescence; higher % means a stronger effect;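 active means EC50 below 50 µM in the dose-response confirmation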;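 further: death triggered by thapsigargin at about 15 µM added after 2 h compound pretreatment; cell ATP read after overnight thapsigargin exposure of roughly 18 to 22 hours; normalized against plate controls of thapsigargin alone and 5% DMSO vehicle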
T cell modulator: modulators of CD8 T cell-vesicle binding, primary screen, mouse 2C CD8+ T cells, flow cytometry; 2C CD8+ T cell-vesicle binding; active compounds read low; hit rate 0.068% among 330,000; AID 2052, 2009; calls only at 7 µM;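 active means response, share of CD8 T cells binding vesicles, and their 90th percentile fluorescence all below set limits, cut at about 80% in these data, passing the limit was not always enough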
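material = purified 2C TCR transgenic mouse naive CD8+ T cells | controls = Unloaded micro-vesicles (low), QL9 vesicles with 0.7% DMSO (high) | detection = cytometric PE anti-B7-1 and Alexa647 anti-CD8 signals after 1% paraformaldehyde fixation | incubation = binding step 1.5 h, 37 °C, antibody labelling 20 min, ice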
b-catenin transl: modulators of beta-catenin nuclear translocation, primary screen, imaging, HeLa cells, immunofluorescence, high-content; nuclear translocation activity, % at 5 µM; hit rate 0.3% among 190,000; AID 1665, 2009;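 active means nuclear translocation activity above 50% at 5 µM, with a well cell count of 50 or more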;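 further: per-cell ratio of nuclear to cytoplasmic median beta-catenin stain intensity; plate controls were DMSO negative control for no effect and GSK-3 inhibitor IX positive control for full effect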
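Signal – beta-catenin immunofluorescence imaging with DAPI · Test system – human HeLa cell line · Dosing – 5 µM primary single dose, 0.1% DMSO, 0.02–20 µM confirmation series · Measure – % activation, nuclear-to-cytoplasmic median beta-catenin signal ratio per cell · Incubation – 24 h compound exposure at 37°C, 5% CO2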
MT stabilize HCS: microtubule stabilizers in HeLa cells, primary screen, imaging, high-content imaging. HeLa tubulin immunostaining HCS, 24 h; share of cells brighter than vehicle mean+2SD. % tubulin-high responders, % at 10 µM. hit rate 0.83% among 200,000;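 active means plate Z-score above 3 for both tubulin-high and condensed-nucleus cell shares, with cell loss under 80%, at 10 µM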;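 further: anti alpha tubulin signal scored within the nucleus-defined area of each cell; some results filed as inactive read as strong as hits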
Dynein cargo inh cytoplasmic EGFP: further read-out of Dynein cargo inh, marked with its call; z-score; measured here: cytoplasmic GR-EGFP intensity; active compounds read high
Dynein cargo inh nuclear GR-EGFP: recorded beside Dynein cargo inh, whose call it bears; z-score; measured here: nuclear GR-EGFP intensity;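 lower value marks the stronger effect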
Dynein cargo inh cell count: also measured in Dynein cargo inh; calls as there; z-score; measured here: cell count per field
Ins promoter up cell count: also measured in Ins promoter up; calls as there; cell count; measured here: cytotoxicity, nuclei count;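 total cells summed across four imaged fields per well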
Hep lipid drop cells 6.5 µM: further read-out of Hep lipid drop, marked with its call; cell count; measured here: cell count, cytotoxicity flag;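 cells counted across two imaged fields per well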
b-catenin transl cell count 5 µM: further read-out of b-catenin transl, marked with its call; cell count; measured here: cell count, cytotoxicity flag
T cell modulator vesicle-bound %: recorded beside T cell modulator, whose call it bears; double positive events, %; measured here: CD8+ vesicle-bound cell fraction;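 binding gate set so that unloaded-vesicle control wells show 10% double positive cells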
MT stabilize HCS Hoechst-high %: further read-out of MT stabilize HCS, marked with its call; % Hoechst-high responders; measured here: nuclear condensation Hoechst responders;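 share of cells brighter than vehicle mean plus two SD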
MT stabilize HCS cytotoxicity %: second read-out of MT stabilize HCS, no call of its own (marks repeat the call); toxicity, %; measured here: cytotoxicity by cell density;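 0% = mean cell density of plate MIN control wells and 100% = no cells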
Autophagy mod cell loss 18 h: also measured in Autophagy mod; calls as there; toxicity, %; measured here: cell loss, nuclei count;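 cell loss after 18 h compound exposure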
* hit, by the source's call.

Screening O=C(CSc1nnc(-c2ccncc2)n1CC1CCCO1)Nc1ccccc1Cl (stereo unspecified) returned Hep lipid drop -6, Autophagy mod inactive, Ins promoter up 0.14, PhoP inhibition -3%, Dynein cargo inh -0.48, ER stress rescue -0.3%, T cell modulator inactive, b-catenin transl 0.9, MT stabilize HCS 3.5, Dynein cargo inh cytoplasmic EGFP -0.32, Dynein cargo inh nuclear GR-EGFP -0.084, Dynein cargo inh cell count 0.038, Ins promoter up cell count 1559, Hep lipid drop cells 6.5 µM 697, b-catenin transl cell count 5 µM 927, T cell modulator vesicle-bound % 35, MT stabilize HCS Hoechst-high % 3.2, MT stabilize HCS cytotoxicity % 5.1 and Autophagy mod cell loss 18 h 23.
For Cc1cc(C)cc(OCC(=O)NCc2cc(C)nc3ccccc23)c1 the results were Hep lipid drop -30, Autophagy mod inactive, Ins promoter up -0.48, PhoP inhibition -1%, Dynein cargo inh -0.056, ER stress rescue 0.1%, T cell modulator inactive, b-catenin transl -2.3, MT stabilize HCS 3.9, Dynein cargo inh cytoplasmic EGFP -0.33, Dynein cargo inh nuclear GR-EGFP 0.68, Dynein cargo inh cell count -0.52, Ins promoter up cell count 1377, Hep lipid drop cells 6.5 µM 776, b-catenin transl cell count 5 µM 1016, T cell modulator vesicle-bound % 54, MT stabilize HCS Hoechst-high % 1.9, MT stabilize HCS cytotoxicity % 20 and Autophagy mod cell loss 18 h 13.
`O=[N+]([O-])c1ccc(-c2cn(-c3ccccc3F)c(=S)[nH]2)cc1` gave Hep lipid drop -4, Autophagy mod inactive, PhoP inhibition 4%, Dynein cargo inh 1.2, ER stress rescue -1.2%, T cell modulator inactive, b-catenin transl -0.1, MT stabilize HCS 3.0, Dynein cargo inh cytoplasmic EGFP 0.58, Dynein cargo inh nuclear GR-EGFP 0.76, Dynein cargo inh cell count -0.69, Hep lipid drop cells 6.5 µM 693, b-catenin transl cell count 5 µM 1005, T cell modulator vesicle-bound % 51, MT stabilize HCS Hoechst-high % 2.5, MT stabilize HCS cytotoxicity % 0.1 and Autophagy mod cell loss 18 h 6.
Screening COC(=O)/C(=C/c1cn(C(C)=O)c2ccccc12)[N+](=O)[O-] returned Hep lipid drop 10, Ins promoter up -0.28, PhoP inhibition -7%, Dynein cargo inh -0.49, b-catenin transl 0.6, Dynein cargo inh cytoplasmic EGFP -0.23, Dynein cargo inh nuclear GR-EGFP 0.07, Dynein cargo inh cell count 0.15, Ins promoter up cell count 1039, Hep lipid drop cells 6.5 µM 736 and b-catenin transl cell count 5 µM 1304.
O=C(NC(=S)NC(=O)c1ccccc1F)c1ccccc1F was read as Hep lipid drop 2, Autophagy mod inactive, Ins promoter up 0.4, PhoP inhibition -4%, Dynein cargo inh -0.27, ER stress rescue -1.9%, T cell modulator inactive, b-catenin transl -0.9, MT stabilize HCS 1.7, Dynein cargo inh cytoplasmic EGFP -0.21, Dynein cargo inh nuclear GR-EGFP -0.33, Dynein cargo inh cell count 0.65, Ins promoter up cell count 1413, Hep lipid drop cells 6.5 µM 652, b-catenin transl cell count 5 µM 1076, T cell modulator vesicle-bound % 9, MT stabilize HCS Hoechst-high % 2.8, MT stabilize HCS cytotoxicity % 7.4 and Autophagy mod cell loss 18 h -3.
For COc1ccc(-n2c(Cc3cc(=O)[nH]c(=O)[nH]3)nnc2SCc2ccccc2)cc1 the results were Autophagy mod inactive, Ins promoter up 0.44, PhoP inhibition 10%, Dynein cargo inh 0.019, ER stress rescue -0.5%, T cell modulator inactive, MT stabilize HCS 4.5, Dynein cargo inh cytoplasmic EGFP -0.17, Dynein cargo inh nuclear GR-EGFP 0.095, Dynein cargo inh cell count 0.017, Ins promoter up cell count 898, T cell modulator vesicle-bound % 47, MT stabilize HCS Hoechst-high % 3.1, MT stabilize HCS cytotoxicity % 6.1 and Autophagy mod cell loss 18 h 16.
COc1cccc(N2CC(C(=O)Nc3nnc(SCC(=O)Nc4cc(C)on4)s3)CC2=O)c1 (stereo unspecified) was read as Hep lipid drop 4, Autophagy mod inactive, Ins promoter up -0.9, PhoP inhibition -11%, Dynein cargo inh -0.85, ER stress rescue -1.4%, T cell modulator inactive, b-catenin transl 0.0, MT stabilize HCS 4.4, Dynein cargo inh cytoplasmic EGFP -0.015, Dynein cargo inh nuclear GR-EGFP -0.29, Dynein cargo inh cell count 0.38, Ins promoter up cell count 1329, Hep lipid drop cells 6.5 µM 684, b-catenin transl cell count 5 µM 1065, T cell modulator vesicle-bound % 53, MT stabilize HCS Hoechst-high % 1.9, MT stabilize HCS cytotoxicity % 14 and Autophagy mod cell loss 18 h -15.
For C/C(=N\NC(=O)CCCNc1ccc(C)cc1)c1ccccn1 the results were Hep lipid drop -4, Autophagy mod inactive, Ins promoter up -0.72, PhoP inhibition -2%, Dynein cargo inh 0.14, ER stress rescue -1.8%, T cell modulator inactive, MT stabilize HCS 2.8, Dynein cargo inh cytoplasmic EGFP -0.27, Dynein cargo inh nuclear GR-EGFP -0.27, Dynein cargo inh cell count -0.11, Ins promoter up cell count 1134, Hep lipid drop cells 6.5 µM 693, T cell modulator vesicle-bound % 30, MT stabilize HCS Hoechst-high % 1.4, MT stabilize HCS cytotoxicity % 3.8 and Autophagy mod cell loss 18 h 27.
Screening N#Cc1ccc(C(c2nnnn2Cc2ccccc2)N2CCCC2)cc1 (stereo unspecified) returned Autophagy mod inactive, Ins promoter up -0.55, PhoP inhibition -3%, Dynein cargo inh -0.75, ER stress rescue -1.5%, T cell modulator inactive, b-catenin transl -1.3, MT stabilize HCS 2.9, Dynein cargo inh cytoplasmic EGFP -0.17, Dynein cargo inh nuclear GR-EGFP -0.15, Dynein cargo inh cell count -0.0025, Ins promoter up cell count 1453, b-catenin transl cell count 5 µM 1305, T cell modulator vesicle-bound % 42, MT stabilize HCS Hoechst-high % 1.3, MT stabilize HCS cytotoxicity % 3.3 and Autophagy mod cell loss 18 h 7.
O=C(NC(Cc1c[nH]c2ccccc12)C(=O)O)c1ccc(F)cc1 (stereo unspecified) was read as Hep lipid drop 5, Autophagy mod inactive, Ins promoter up 0.3, PhoP inhibition -3%, Dynein cargo inh -0.72, ER stress rescue -4.5%, T cell modulator inactive, b-catenin transl -1.3, MT stabilize HCS 4.0, Dynein cargo inh cytoplasmic EGFP -0.4, Dynein cargo inh nuclear GR-EGFP -0.35, Dynein cargo inh cell count 1.7, Ins promoter up cell count 1350, Hep lipid drop cells 6.5 µM 737, b-catenin transl cell count 5 µM 1170, T cell modulator vesicle-bound % 37, MT stabilize HCS Hoechst-high % 1.8, MT stabilize HCS cytotoxicity % 9.4 and Autophagy mod cell loss 18 h -3.
`CC1CCCCC1NC(=O)COc1ccc(-n2cnnn2)cc1` (stereo unspecified) gave Hep lipid drop -3, Autophagy mod inactive, Ins promoter up 0.06, PhoP inhibition 26%, Dynein cargo inh 0.28, T cell modulator inactive, MT stabilize HCS 2.7, Dynein cargo inh cytoplasmic EGFP -0.28, Dynein cargo inh nuclear GR-EGFP 0.12, Dynein cargo inh cell count 0.93, Ins promoter up cell count 1210, Hep lipid drop cells 6.5 µM 695, T cell modulator vesicle-bound % 37, MT stabilize HCS Hoechst-high % 2.4, MT stabilize HCS cytotoxicity % 22 and Autophagy mod cell loss 18 h 2.
For O=[N+]([O-])c1cc(S(=O)(=O)C(F)(F)F)ccc1Sc1nc2ccccc2s1 the results were Autophagy mod inactive, Ins promoter up 0.24, PhoP inhibition 16%, Dynein cargo inh -3.4, ER stress rescue -6.6%, T cell modulator inactive, b-catenin transl -0.9, MT stabilize HCS 1.6, Dynein cargo inh cytoplasmic EGFP 0.87, Dynein cargo inh nuclear GR-EGFP -1.9, Dynein cargo inh cell count -0.03, Ins promoter up cell count 1597, b-catenin transl cell count 5 µM 1425, T cell modulator vesicle-bound % 46, MT stabilize HCS Hoechst-high % 1.0, MT stabilize HCS cytotoxicity % 1.1 and Autophagy mod cell loss 18 h 36.
O=S(=O)(NCCc1csc(-c2cccnc2)n1)c1ccc2c(c1)OCCO2 was read as Hep lipid drop -4, Autophagy mod inactive, Ins promoter up -0.59, PhoP inhibition 0%, Dynein cargo inh 0.56, ER stress rescue -0.8%, T cell modulator inactive, b-catenin transl -0.2, MT stabilize HCS 2.9, Dynein cargo inh cytoplasmic EGFP -0.068, Dynein cargo inh nuclear GR-EGFP 0.4, Dynein cargo inh cell count -0.82, Ins promoter up cell count 1850, Hep lipid drop cells 6.5 µM 649, b-catenin transl cell count 5 µM 1056, T cell modulator vesicle-bound % 44, MT stabilize HCS Hoechst-high % 4.1, MT stabilize HCS cytotoxicity % 12 and Autophagy mod cell loss 18 h 11.
